# High-throughput results as filed in PubChem BioAssay.
# LGR2 antag = inhibitors of bursicon-induced LGR2 CRE-luciferase signal, primary screen, cell-based, HEK293, CRE-luciferase reporter, bursicon stimulation; Drosophila bursicon receptor LGR2 (rickets); bursicon-stimulated, 4 h; inhibition, % at 9.99 µM; 380,000 tested, 0.35% active;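 active = drop in luminescence signal, shown as inhibition above about 50% in the replicate tests, limit read from the data, passing the limit was not always enough; inconclusive = probably only some replicates passing the limit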;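 note: agonist challenge used bursicon conditioned medium at about half maximal strength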
# ERAP1 inh = human ERAP1 aminopeptidase inhibitors, primary screen, biochemical, single point, plate reader; recombinant ERAP1, Leu-AMC fluorescence, 60 min; inhibition, % at 10.7 µM; AID 652197, 2013; 340,000 tested, 0.15% active;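 active = mean replicate inhibition of at least 30%, or all replicates individually reaching that 30% level; inactive = mean below 30% and not every replicate reaching it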;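 note: 0% = neutral control wells and 100% = L-leucinethiol positive control wells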
# Target sequence (Q9NZ08 whole entry, looked up): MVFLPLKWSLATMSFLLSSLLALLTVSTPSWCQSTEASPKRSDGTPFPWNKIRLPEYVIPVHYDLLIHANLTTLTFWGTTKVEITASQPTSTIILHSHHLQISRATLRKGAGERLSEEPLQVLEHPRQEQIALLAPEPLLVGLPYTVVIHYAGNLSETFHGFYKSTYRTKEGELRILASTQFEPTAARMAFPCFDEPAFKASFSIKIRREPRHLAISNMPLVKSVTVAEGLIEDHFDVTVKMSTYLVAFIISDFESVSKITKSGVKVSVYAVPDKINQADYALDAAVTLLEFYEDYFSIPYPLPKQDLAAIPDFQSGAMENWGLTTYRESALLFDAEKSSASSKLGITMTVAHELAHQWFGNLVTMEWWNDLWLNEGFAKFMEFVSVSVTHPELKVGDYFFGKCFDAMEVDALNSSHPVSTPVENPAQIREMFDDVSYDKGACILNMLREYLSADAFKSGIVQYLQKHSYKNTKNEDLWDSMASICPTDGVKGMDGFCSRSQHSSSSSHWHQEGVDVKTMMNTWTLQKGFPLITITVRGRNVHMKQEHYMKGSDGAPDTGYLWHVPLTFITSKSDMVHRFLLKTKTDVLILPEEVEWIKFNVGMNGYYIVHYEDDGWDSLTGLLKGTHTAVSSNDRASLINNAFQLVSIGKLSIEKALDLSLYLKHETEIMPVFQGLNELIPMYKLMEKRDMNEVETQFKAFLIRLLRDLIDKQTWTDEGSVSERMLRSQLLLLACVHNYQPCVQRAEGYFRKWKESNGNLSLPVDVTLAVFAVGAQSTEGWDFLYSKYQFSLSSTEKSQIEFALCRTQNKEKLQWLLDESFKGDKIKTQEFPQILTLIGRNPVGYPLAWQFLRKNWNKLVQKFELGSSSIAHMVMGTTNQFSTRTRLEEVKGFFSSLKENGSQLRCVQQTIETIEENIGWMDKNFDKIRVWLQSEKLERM
# C2C12 statin = suppressors of statin myotoxicity in C2C12 myotubes, primary screen, cell-based, single point, plate reader; rescue of ATP level, % at 7.49 µM; 330,000 tested, 0.78% active; AID 602340, 2012; C2C12 myotubes + simvastatin, ATP luminescence, 48 h; scaled: DMSO 0, geranylgeraniol control 100;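 active = mean ATP rescue above about 67%, or every replicate alone reaching that limit, limit read from the data, passing the limit was not always enough; inconclusive = no clear call, values can overlap the other calls; inactive = mean under the limit and some replicate under it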;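 note: myotubes were challenged with 10 µM simvastatin during compound exposure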
# PGC1a acetyl inh = inhibitors of PGC1a acetylation signal, primary screen, cell-based, U2OS, AlphaScreen, inhibitor mode | inhibition, % at 15.6 µM | AlphaScreen anti-acetyl-lysine; with virally co-expressed GCN5 acetyltransferase | 350,000 tested, 0.17% active;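 active = every replicate shows inhibition of at least 40%; inconclusive = mean inhibition at least 40% but some replicate below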;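 note: 0% = neutral control wells and 100% = positive control wells; some results beyond the cut were filed as inactive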
# SIRT5 inh = SIRT5 desuccinylase inhibitors, primary screen, biochemical, fluorescence imaging, single point, set 5; inhibition, % at 15 µM; Purified SirT5, succinyl-peptide AMC, trypsin-coupled fluorescence; 330,000 tested, 1.1% active; NAD-dependent protein deacylase sirtuin-5, mitochondrial (Homo sapiens), Q9NXA8; in the data active = inhibition above about 15%; inconclusive = no clear call, values can overlap the other calls
# S100A4 MyoIIA = inhibitors of S100A4-myosin IIA peptide binding, primary screen, biochemical, fluorescence polarization, TAMRA-MyoIIA peptide | inhibition, % at 10.7 µM | 360,000 tested, 0.14% active;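 active = mean inhibition of at least 70% across replicates, with every replicate also reaching that level; inconclusive = mean inhibition reaches 70% but some replicates fall short; inactive = mean inhibition below 70%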
# Target sequence (P26447 whole entry, looked up): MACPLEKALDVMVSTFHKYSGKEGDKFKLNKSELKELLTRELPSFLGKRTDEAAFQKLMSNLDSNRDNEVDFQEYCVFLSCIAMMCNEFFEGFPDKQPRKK
#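 Material: S100A4 monomer protein / Buffer or medium: 50 mM HEPES pH 7.2, 10 mM CaCl2, 100 mM KCl / Times: 5 min incubation before reading / Benchmarks: neutral control DMSO, positive control TFP / Reagent: labelled myosin peptide probe, 5 nM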
# Cneo AK release = Cryptococcus neoformans cell lysis inducers, primary screen, AK release luminescence, single concentration. C. neoformans lysis, adenylate kinase release luminescence, 4 h; normalised: neutral wells 0, clomiphene wells 100. 360,000 tested, 0.2% active. AID 651654, 2012. lysis activity, % at 15 µM;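 active = mean lysis activity across replicates of at least 80%, whatever share of replicates individually reach that level; inactive = mean lysis activity below 80%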
#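 Material: C. neoformans cells | Amount: Yeast cell density of 5 × 10^6 cells/mL | Medium: Fresh YPD growth medium | Dosing: Single dose | Times: Static 4 h at 37 °C with compound, 1 h detection | Detection: AK luminescence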
# XiGFP reactiv = activators of inactive X chromosome reactivation, primary screen, imaging, XiGFP fibroblasts, GFP high-content imaging, set 2; XiGFP mouse fibroblasts, % GFP-positive cells imaging, 3 d; cells co-treated with 5-aza-dC sensitizer; scaled so ellipticine positive control = 100%; activation, % at 7.58 µM; 360,000 tested, 0.055% active;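 active = mean normalized replicate activation at least 10% and every replicate at or above 10%; inconclusive = only one of the two criteria met; inactive = mean below 10% and not all replicates reach 10%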;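 note: 0% = median of on-plate neutral control wells and 100% = ellipticine 6 µM median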
#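 Schedule: 3 d treatment, 15 min room-temperature fixation; system: 68-5-11 XiGFP fibroblast line; buffer or medium: DMEM plus 5-aza-dC sensitizer; control set: ellipticine 6 µM positive control; compound: one concentration, pinned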
# The depositor's hits bear a star; ? = inconclusive; . = no result given. A portion of the library; rates above refer to the full screens.
smiles	PGC1a acetyl inh	Cneo AK release	LGR2 antag	XiGFP reactiv	SIRT5 inh	S100A4 MyoIIA	ERAP1 inh	C2C12 statin
O=C(NCc1ccc(F)cc1)c1ccc2c(=O)n3c(nc2c1)CCCCC3	2	-1	10	0.2	.	-2	.	4
O=[N+]([O-])c1cc(-c2nnc(-c3ccccc3)o2)ccc1Oc1ccc(Cl)cc1	.	0	-53	0.0	-5	0	-2	.
C[C@@H]1CN([C@H](C)CO)C(=O)c2cc(NS(=O)(=O)c3cccs3)ccc2O[C@@H](C)CCCCO[C@H]1CN(C)Cc1ccc(C(F)(F)F)cc1	2	2	28	-0.4	13	15	2	-174
O=C(/C=C/c1ccccn1)c1cc(Br)ccc1O	-12	-1	-4	0.0	-7	7	.	7
C[C@@H]1CN([C@H](C)CO)S(=O)(=O)c2ccc(C#Cc3cccc(F)c3)cc2O[C@@H]1CN(C)S(=O)(=O)c1ccccc1F	4	0	2	0.6	18*	1	1	15
Nc1c(-c2ccc3c(c2)OCCO3)oc2ccccc2c1=O	.	5	-63	0.7	-2	1	0	-8
CCN1[C@@H]2c3ccc(-c4cccc(C(=O)N(C)C)c4)c(=O)n3C[C@@H]2[C@@H](CO)[C@@H]1C(=O)N(C)C	.	0	2	0.3	-2	7	0	6
C=CCn1c(=O)n(C)c2c(=O)n(C)c(=O)n(C)c21	10	0	1	0.0	-6	-3	-3	-1
CC1CCCC(C)N1S(=O)(=O)c1ccc(NC(=O)CNC2CCCC2)cc1 (stereo unspecified)	-1	-5	6	0.3	3	1	2	-8
COc1ccccc1S(=O)(=O)N[C@H]1CC[C@H](CCNC(=O)C2CCOCC2)O[C@@H]1CO	9	1	18	-0.2	3	-4	-2	7
Cc1ccc(NC(=O)C(OC(=O)c2cnc(C)cn2)c2ccccc2)c([N+](=O)[O-])c1 (stereo unspecified)	.	4	-3	0.0	1	-1	-1	0
Cc1ccc(N=Nc2ccc(O)c3ncccc23)cc1	.	.	.	0.7	1	3	10	.
CC(C)CC#Cc1ccc([C@H]2[C@H]3CN(C(=O)NC4CCCC4)CCCCN3[C@H]2CO)cc1	-5	0	14	0.0	9	.	.	16
CC1CCN(S(=O)(=O)c2nnc(NC(=O)COc3ccccc3F)s2)CC1	-15	1	10	0.0	0	6	1	-14
C[C@@H]1CCCCO[C@@H](CN(C)Cc2ccc(Cl)c(Cl)c2)[C@H](C)CN([C@H](C)CO)C(=O)c2cc(NC(=O)Nc3ccc(C(F)(F)F)cc3)ccc2O1	-10	2	-3	1.2	-3	-4	1	-272
CCN(CC)S(=O)(=O)c1cccc(C(=O)Nc2cc(C)on2)c1	-16	-3	-8	0.0	-1	2	-3	-7
CCC(=O)N(C)C[C@@H]1Oc2ncc(-c3ccc(C(=O)N(C)C)cc3)cc2C(=O)N([C@H](C)CO)C[C@@H]1C	?	58	21	0.3	-12	-6	2	1
CCCC(=O)N1C[C@@H]2[C@H](c3ccccc31)[C@@H](CO)N2C(=O)Nc1ccccc1	0	-9	15	0.2	7	7	0	-11
COc1ccc(CCNC(=O)c2ccc(Cl)c(S(=O)(=O)N3CCCCCC3)c2)cc1	14	-2	16	0.0	-4	-20	0	10
CCOC(=O)C1=C(C)c2ccccc2N(C(=O)OC)C1(C)C(=O)OCC (stereo unspecified)	-4	0	-6	0.3	-2	-5	.	8
C#CCN1C=C(C(=O)OCC)C(C)NS1(=O)=O (stereo unspecified)	5	-1	12	-0.2	0	-2	-2	-13
Cc1cc(NC(=O)CSc2ccccn2)no1	.	.	-1	0.3	-1	2	-2	.
COc1ccc(NC(=O)N(C)C[C@@H]2Oc3ccc(NC(=O)Nc4ccc5c(c4)OCO5)cc3CC(=O)N([C@@H](C)CO)C[C@H]2C)cc1	11	3	-4	0.5	.	.	.	7
C=CCC(C(=O)NC(C)c1ccccc1)C(=O)NC(C)c1ccccc1 (stereo unspecified)	2	-8	5	0.0	-4	7	0	-4
Cc1ccc(S(=O)(=O)N(C)C[C@H]2OCCCC[C@@H](C)Oc3ccc(NC(=O)c4ccncc4)cc3C(=O)N([C@@H](C)CO)C[C@H]2C)cc1	-2	0	-2	0.8	5	4	-4	.
O=C(N/N=C1/SCC(=O)N1Cc1ccco1)c1ccccc1F	6	.	-26	0.0	-1	-4	-3	.
COc1ccc(S(=O)(=O)Nc2ccc3c(c2)C(=O)N(C)C[C@@H](OC)[C@@H](C)CN[C@@H](C)CO3)cc1	-15	-8	-5	0.0	-1	-5	0	-3
C[C@@H]1CCCCO[C@H](CN(C)C(=O)CCCN(C)C)[C@H](C)CN([C@@H](C)CO)C(=O)c2cc(NS(=O)(=O)c3cccs3)ccc2O1	-13	1	8	0.4	-2	-1	0	.
COc1ccc(-c2nc3n(n2)C(c2ccccc2Cl)C(C(N)=O)=C(C)N3)cc1 (stereo unspecified)	.	4	36	0.2	.	-1	.	8
COc1ccc(S(=O)(=O)N2CCCCN3[C@H](CO)[C@H](c4ccc(-c5cccnc5)cc4)[C@H]3C2)cc1	-3	-2	29	0.2	2	-5	-3	.
COc1ccc(C#Cc2ccc3c(c2)[C@]2(C(=O)N3)[C@H](c3ccccc3OCCO)N3[C@H](c4ccccc4)[C@H](c4ccccc4)OC(=O)[C@H]3[C@@H]2C(=O)NC[C@H](O)c2ccccc2)cc1	-8	11	.	.	10	13	2	.
O=C(C[C@@H]1CC[C@@H](NC(=O)Nc2ccc3c(c2)OCO3)[C@H](CO)O1)NCCCN1CCOCC1	2	-1	-6	0.0	3	-19	-6	7
CC(=O)Nc1ccc(C(=O)OCC(=O)N2CCN(C(=O)c3ccco3)CC2)cc1	0	-3	-8	0.0	0	-3	0	5
COCCOC(=O)c1c(C)oc2ccc(O)c(CN3CCC(C)CC3)c12 (tested in a mixture with another compound)	35	.	-2	0.3	-3	-4	2	.
C[C@H]1CN([C@@H](C)CO)C(=O)c2cc(NC(=O)CCC(F)(F)F)ccc2O[C@@H]1CN(C)S(=O)(=O)c1cccs1	-3	-3	-14	0.2	-5	-17	-1	2
CCC(C)Oc1ccc(/C=C/c2[nH]c(=O)[nH]c(=O)c2[N+](=O)[O-])cc1OC (stereo unspecified)	10	-2	19	0.0	3	2	6	5
NC(=O)c1ccsc1NC(=O)COC(=O)c1cccnc1Cl	10	-1	-25	0.1	1	17	3	-3
O=C(C[C@H]1C=C[C@H](NC(=O)c2cccc(F)c2)[C@@H](CO)O1)Nc1nccs1	0	38	-4	-0.1	5	3	1	4
O=C(CSc1ccccc1)OCC(=O)N1CCN(C(=O)c2ccco2)CC1	4	.	1	-0.1	-7	0	3	5
Cc1ccc(C(=O)NCCc2nnc3ccc(SCC(=O)Nc4ccc(C)cc4C)nn23)cc1	-2	18	-5	0.0	-8	-5	-3	-8
C[C@@H]1CN([C@H](C)CO)C(=O)Cc2cc(NC(=O)C3CCCCC3)ccc2O[C@@H]1CN(C)C(=O)Nc1ccccc1	.	-6	-4	0.1	3	-3	0	-14
CC(C)(C)NC(=O)C(C1CC1)n1c(-c2ccccc2)nc2ccccc21 (stereo unspecified)	.	.	-1	-0.1	4	3	2	.
Cc1ccc(S(=O)(=O)NCCC(=O)N2CCCCCCC2)cc1	.	-5	-3	0.4	2	4	-6	21
CN(C)C(=O)c1cccc(-c2ccc3c(c2)[C@H]2[C@H](CCN2C(=O)c2ccccc2F)[C@H](CO)N3)c1	-4	1	0	0.4	0	5	-3	14
CC(C)(C)NC(=O)C(c1cccs1)N(C(=O)c1csnn1)c1cccc(F)c1 (stereo unspecified)	.	.	-2	-0.1	8	2	1	.
Cc1cc(C)cc(N=C2NC(=O)CS2)c1	.	1	9	0.3	-3	1	-2	-4
Cc1ccc(NC(=O)c2cc(S(=O)(=O)N3CCCC3)cn2C)cc1C	-8	0	-14	0.0	0	-4	1	-11
Cc1ccc(NS(=O)(=O)c2ccc(C)c(C(=O)Nc3ccc(S(=O)(=O)Nc4onc(C)c4C)cc3)c2)cc1	.	0	5	0.0	3	-3	-14	10
O=C(O)C[C@@H]1CC[C@@H]2[C@H](COC[C@@H](O)CN2S(=O)(=O)c2ccc(Oc3ccccc3)cc2)O1	1	2	6	0.2	.	.	.	2
COc1ccc(CCN2CCC(CN3C(=S)NC[C@@H]3CC(C)C)CC2)cc1OC	3	0	15	-0.2	-1	-13	-2	4
CC(C)NC(=O)N(C)C[C@@H]1Oc2cc(C#CC3CC3)ccc2S(=O)(=O)N([C@@H](C)CO)C[C@@H]1C	-12	0	12	0.1	-2	-12	-3	21
O=C(COC(=O)CNS(=O)(=O)c1c(Cl)cccc1Cl)Nc1ccccc1Sc1ccccc1	.	-2	5	0.0	-4	-4	4	-5
CSc1ncnc2c1cnn2-c1ccc(C)cc1C	6	.	-35	0.2	-1	-3	12	.
C[C@@H]1CCCCO[C@H](CN(C)Cc2ccc(Cl)c(Cl)c2)[C@@H](C)CN([C@H](C)CO)C(=O)c2cc(NC(=O)c3ccncc3)ccc2O1	9	0	4	0.2	0	-5	-3	-72
CC(OC(=O)c1ccc2c(=O)n3c(nc2c1)CCC3)C(=O)NC1CCCCC1C (stereo unspecified)	-7	0	-6	0.1	-1	-7	-5	.
Brc1ccc(-c2nnc3n2-c2ccccc2CC3)cc1	-21	1	1	.	0	-5	1	-2
COC(=O)C1CCN(C(=O)/C(C)=C\c2ccccc2)CC1	14	0	-4	0.1	1	-1	-1	9
Cc1ccc2cn[nH]c2c1[N+](=O)[O-]	.	.	-4	0.1	-1	-1	2	.
Cc1ccc(C(=O)/C=C/c2cc(Br)cc(Br)c2O)o1	.	-3	-3	0.4	-2	-16	-1	7
COc1cc(OC)nc(NC(=O)NS(=O)(=O)c2ccc(OC(F)(F)F)cc2)n1	5	-1	17	.	.	.	.	16
Cc1cccc(C)c1OCc1cc(C(=O)NC2CCC2)no1	-5	-11	-27	0.1	-1	-3	2	-5

# Exported as labelled records: part of the list above.
smiles: O=C(O)C[C@@H]1CC[C@@H]2[C@H](COC[C@@H](O)CN2S(=O)(=O)c2ccc(Oc3ccccc3)cc2)O1
  PGC1a acetyl inh = 1
  Cneo AK release = 2
  LGR2 antag = 6
  XiGFP reactiv = 0.2
  SIRT5 inh = .
  S100A4 MyoIIA = .
  ERAP1 inh = .
  C2C12 statin = 2

smiles: COc1ccc(CCN2CCC(CN3C(=S)NC[C@@H]3CC(C)C)CC2)cc1OC
  PGC1a acetyl inh = 3
  Cneo AK release = 0
  LGR2 antag = 15
  XiGFP reactiv = -0.2
  SIRT5 inh = -1
  S100A4 MyoIIA = -13
  ERAP1 inh = -2
  C2C12 statin = 4
